GLS inhibitor = glutaminase GLS (human) inhibition. GLS enzymatic activity, qHTS titration. Potency, µM (series often up to 45.5 µM), inactives show at the highest dose activity change, negative = inhibition, hits mostly inhibitors. actives 0.21% (n = 410,000); further: potency means the concentration at half of the fitted maximal effect
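hKGA in 45 mM KH2PO4 pH 8.2, 0.02% Tween-20 with pin-transferred compounds; 1 mM L-glutamine (stock) plus glutamate oxidase/HRP/Amplex Red coupling added. Fluorescence read initially and after 30 min at RT.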
PI4K2A block = inhibitors of human PI4K2A | purified PI4K2A, ADP-Glo luminescence, 1 h; stronger effect = lower value | activity change, negative = inhibition, % at 76.9 µM | actives 0.13% (n = 420,000) | AID 1346378; in the data active means activity change below about -50%; inconclusive means mostly about -30% to -49%;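 further: -100% = wells without enzyme as full effect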
Target sequence (Q9BTU6 whole entry, looked up): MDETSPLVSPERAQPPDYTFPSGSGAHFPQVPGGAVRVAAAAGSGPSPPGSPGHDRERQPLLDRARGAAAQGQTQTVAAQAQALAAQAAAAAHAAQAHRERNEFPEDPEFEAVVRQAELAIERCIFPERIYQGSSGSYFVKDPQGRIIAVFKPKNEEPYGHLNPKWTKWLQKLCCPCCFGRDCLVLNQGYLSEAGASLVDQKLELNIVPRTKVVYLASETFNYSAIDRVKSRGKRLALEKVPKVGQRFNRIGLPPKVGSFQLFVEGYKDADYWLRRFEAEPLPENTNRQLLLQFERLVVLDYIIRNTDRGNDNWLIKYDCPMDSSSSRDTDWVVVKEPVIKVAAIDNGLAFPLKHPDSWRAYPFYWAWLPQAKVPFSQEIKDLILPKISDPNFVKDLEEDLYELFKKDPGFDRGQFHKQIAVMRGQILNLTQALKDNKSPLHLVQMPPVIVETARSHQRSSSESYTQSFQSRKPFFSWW
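PI4K2A activity was measured by ADP-Glo luminescence: enzyme (4 ug/mL stock) and phosphatidylinositol (1.2 mM stock) in Tris pH 7.5/MgCl2/EGTA/Triton X-100 buffer were reacted with ATP (300 microM stock) for one hour at ambient temperature.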
ALOX12 inh = inhibitors of human 12S-lipoxygenase ALOX12. purified 12hLO, xylenol orange hydroperoxide absorbance. Potency, µM (series often up to 108 µM), for inactives: at the highest dose activity change, negative = inhibition, actives largely listed as inhibitors. P18054. AID 1671190. actives 1.1% (n = 580,000); further: potency means the concentration at half of the fitted maximal effect
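Hydroperoxide product was detected by ferrous iron/xylenol orange as the 573 to 405 nm absorbance ratio. Arachidonic acid at 40 uM (final) was turned over for 30 min at room temperature by 150 nM human 12hLO, pH 7.0 Hepes buffer, after 15 min compound preincubation.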
An asterisk follows results filed as active; ? = inconclusive; & = joins results of further samples; [ ] = remark or other dose. Unless noted, the call rests on the fitted dose curve; in most records, active means well fitted inhibition curve with a large enough effect; inconclusive means small, poorly fitted or top-dose-only effect, or another doubt; inactive means no such curve, though single readings can be large or run the other way. Unless noted, on the % scale 0 is the no-effect control and ±100 the full control effect. Only part of the results is shown. The share of hits here may be higher or lower than overall.

Results follow in this order: GLS inhibitor | PI4K2A block | ALOX12 inh
CC1=C(C(=O)Nc2cc(C(=O)N3CCN(c4ccc(Cl)cc4)CC3)ccc2C)SCCO1
→ 3% | -2 | 4%
CCOc1ccccc1N1CCN(CC(=O)N(C)CC(=O)Nc2ccccc2CC)CC1
→ -4% | -5 | 4%
O=C(CC[C@H]1O[C@@H](n2cnc3c(NC(=O)c4ccccc4)ncnc32)[C@H](O)[C@@H]1O)NCCc1cc2ccccc2[nH]1
→ 18% | -3 | -3%
COc1cc(NC(=O)C2(C)CCCN2C)cc(OC)c1OC (centres undefined)
→ 18% | -3 | -7%
COc1ccc(-c2sc3ccccc3c2-c2cc(OC)ccc2C=O)cc1
→ -4% | -4 | 82%[activator]
O=C1C(=Cc2ccc(Cl)cc2)CCc2ccccc21
→ -11% | ? | 9%
CN(C(=O)COC(=O)c1c[nH]c2ccccc12)c1ccccc1
→ -4% | -2 | 10%&5%
COc1cccc(NC(=O)N(C)C[C@@H]2Oc3cc(Br)ccc3S(=O)(=O)N([C@@H](C)CO)C[C@H]2C)c1
→ 14% | 0 | ?
CC1=C(C(=O)N2CCCCCC2)CC(CC(=O)NC(c2ccccc2)c2ccccc2)C(=O)N1CCC1=CCCCC1 (centres undefined)
→ -13% | -1 | -19%
COc1ccc(CN2C[C@@H](CO)O[C@@H](n3cnc4c(NCc5ccncc5)ncnc43)C2)cc1
→ 3% | -5 | -27%
Cc1ccc(Cc2c(-c3ccc(C)cc3)nc3ccc(Cl)cn23)cc1
→ -1% | -1 | ?
COCCNc1nc(Oc2ccc(CC(=O)OC)cc2)c2sc(-c3ccccc3)cc2n1
→ -2% | -3 | ?
C[C@H]1CN([C@@H](C)CO)S(=O)(=O)c2ccc(Br)cc2O[C@@H]1CN(C)S(=O)(=O)c1ccccc1
→ 8% | -5 | -2%
Cc1ccc(S(=O)(=O)N2CCCCC2)cc1NC(=O)c1ccco1
→ -8% | 0 | 5%
Cc1cc(Br)cn2c(Cc3ccccc3C(F)(F)F)c(-c3cccc(Br)c3)nc12
→ -26% | 2 | ?
O=C(CCc1ccc(O)cc1)NN=Cc1cc(Br)ccc1O
→ 11% | 0 | -19%
O=C(NC(c1ccc(F)cc1)c1ccc2ccccc2n1)C1CCN(Cc2ccc3ccccc3n2)CC1 (centres undefined)
→ ? | -10 | 16µM*
CC1(c2nc3ccccc3[nH]2)CCC2=Nc3ccccc3CN21 (centres undefined)
→ -5% | -6 | ?
O=C(NC(c1ccc(Cl)cc1)c1ccsc1)C1CCN(Cc2cccc(Cl)c2)CC1 (centres undefined)
→ 4% | -2 | -15%
COc1cc(Cl)ccc1OCc1cc(C(=O)N2CCN(C3CCCCC3)CC2)no1
→ 0% | -3 | ?
NC(Cc1ccc(C(F)(F)F)cc1)c1csc(Nc2cc(Oc3ccccc3)ncn2)n1 (centres undefined)
→ -1% | -5 | -5%
COc1ccc(-c2cc(NC=O)c3ncc(-c4cccc(C(=O)NCCN(C)C)c4)n3c2)cc1
→ 2% | 2 | -1%
CC(C)C1C(=O)N(Cc2cn(CCC3OCCCO3)nn2)CCS(=O)(=O)N1Cc1ccc(-c2cccc(N(C)C)c2)cc1 (centres undefined)
→ 1% | 5 | 6%
COC(=O)[C@]12CCCCC=C1N(CCC1=CCCCC1)C(=O)[C@H](CC(=O)N1CCN(C(=O)C3CC3)CC1)C2
→ 3% | -2 | 22%
CCN(CC)C(=O)C1=C(C)N(Cc2ccccc2)C(=O)C(CC(=O)NC2CC2)C1 (centres undefined)
→ -1% | 4 | -3%
O=C(/C=C/[C@H]1O[C@@H](n2ccc(=O)[nH]c2=O)[C@H](O)[C@@H]1O)NCCN1CCCCC1
→ 19% | 3 | -4%
Cc1ccc(S(=O)(=O)N2CCCc3ccccc32)cc1
→ -1% | 0 | 0%&2%
O=C(NCCS(=O)(=O)N1CCN(c2ccccc2)CC1)C12CC3CC(CC(C3)C1)C2
→ -4% | -1 | ?
COc1ccc(OCCn2c(C)nc3ccccc32)cc1
→ 2% | -1 | 24%&-12%
Cc1ccc([C@@H]2CC(=O)[C@@H]3CN(S(=O)(=O)c4ccc(C)cc4)[C@H](c4ccccc4F)C[C@@H]3N2S(=O)(=O)c2ccc(Cl)cc2)cc1
→ 3% | 1 | 0%

CCOC(=O)N(C)c1c(CC)nc2c(OCc3ccccc3C)cccn12
  GLS inhibitor: 1%; PI4K2A block: -2; ALOX12 inh: -2%

CC(=O)c1ccc(Nc2nc(C(N)CCc3ccccc3)cs2)cc1 (centres undefined)
  GLS inhibitor: -4%; PI4K2A block: 0; ALOX12 inh: 4%

CC(C)(C)Cc1c(-c2cccc(Br)c2)nc2ccc(Cl)cn12
  GLS inhibitor: 5%; PI4K2A block: -4; ALOX12 inh: ?

C#CCNC(=O)C[C@@H]1C[C@@]2(C(=O)OC)CCCCC=C2N(Cc2ccco2)C1=O
  GLS inhibitor: -8%; PI4K2A block: 5; ALOX12 inh: -38%

Cc1ccc(-c2ccc(CN3C(CC(C)C)C(=O)N(Cc4cn(CCC5OCCCO5)nn4)CCS3(=O)=O)cc2)cc1 (centres undefined)
  GLS inhibitor: -5%; PI4K2A block: -3; ALOX12 inh: -15%

CCCCC[C@H](C)N1C[C@H](COCc2ccccc2)Oc2cc(N3CCC[C@@H]3COC)ccc2S1(=O)=O
  GLS inhibitor: 1%; PI4K2A block: 0; ALOX12 inh: -5%

CC(C)NC(=O)N(C)C[C@@H]1OCc2cnnn2CCCC(=O)N([C@H](C)CO)C[C@H]1C
  GLS inhibitor: -2%; PI4K2A block: -2; ALOX12 inh: 13%

CC(C)CC1C(=O)N(Cc2cn(CC3CCCCC3)nn2)CCS(=O)(=O)N1Cc1ccc(-c2ccc(Cl)cc2)cc1 (centres undefined)
  GLS inhibitor: 3%; PI4K2A block: -4; ALOX12 inh: -28%

COc1ccc(CCN2C(=O)c3ccccc3C2c2nnnn2Cc2ccccc2)cc1OC (centres undefined)
  GLS inhibitor: -6%; PI4K2A block: -3; ALOX12 inh: -1%

CCCS(=O)(=O)NC(=O)C1(C)CCCN(C(=O)c2cc(-c3cccs3)oc2C)C1 (centres undefined)
  GLS inhibitor: 2%; PI4K2A block: -8; ALOX12 inh: -18%

Grouped by structure, the entries above containing two or more sulfur atoms.
C[C@H]1CN([C@@H](C)CO)S(=O)(=O)c2ccc(Br)cc2O[C@@H]1CN(C)S(=O)(=O)c1ccccc1
  GLS inhibitor: 8%; PI4K2A block: -5; ALOX12 inh: -2%

Cc1ccc([C@@H]2CC(=O)[C@@H]3CN(S(=O)(=O)c4ccc(C)cc4)[C@H](c4ccccc4F)C[C@@H]3N2S(=O)(=O)c2ccc(Cl)cc2)cc1
  GLS inhibitor: 3%; PI4K2A block: 1; ALOX12 inh: 0%

CCCS(=O)(=O)NC(=O)C1(C)CCCN(C(=O)c2cc(-c3cccs3)oc2C)C1 (centres undefined)
  GLS inhibitor: 2%; PI4K2A block: -8; ALOX12 inh: -18%

As entered above.
C#CCNC(=O)C[C@@H]1C[C@@]2(C(=O)OC)CCCCC=C2N(Cc2ccco2)C1=O @ ALOX12 inh: -38%
CCCS(=O)(=O)NC(=O)C1(C)CCCN(C(=O)c2cc(-c3cccs3)oc2C)C1 (centres undefined) @ PI4K2A block: -8
Cc1ccc(-c2ccc(CN3C(CC(C)C)C(=O)N(Cc4cn(CCC5OCCCO5)nn4)CCS3(=O)=O)cc2)cc1 (centres undefined) @ ALOX12 inh: -15%
COc1ccc(CCN2C(=O)c3ccccc3C2c2nnnn2Cc2ccccc2)cc1OC (centres undefined) @ GLS inhibitor: -6%
CC(C)CC1C(=O)N(Cc2cn(CC3CCCCC3)nn2)CCS(=O)(=O)N1Cc1ccc(-c2ccc(Cl)cc2)cc1 (centres undefined) @ PI4K2A block: -4
CCOC(=O)N(C)c1c(CC)nc2c(OCc3ccccc3C)cccn12 @ PI4K2A block: -2
CC(=O)c1ccc(Nc2nc(C(N)CCc3ccccc3)cs2)cc1 (centres undefined) @ ALOX12 inh: 4%

(further entries)
CCOc1ccc(NC(=O)COC(=O)c2c[nH]c3ccccc23)cc1
  GLS inhibitor: 0%; PI4K2A block: 4; ALOX12 inh: 2%

CNc1cc(-c2ccc(OC)c(OC)c2)ncn1
  GLS inhibitor: 1%; PI4K2A block: 1; ALOX12 inh: -21%

COc1cc(OC)nc(C(NC(=O)C2CCN(Cc3c[nH]c4ccccc34)CC2)c2ccc(Cl)cc2)n1 (centres undefined)
  GLS inhibitor: 7%; PI4K2A block: 1; ALOX12 inh: ?

C[C@H](CO)N1C[C@H](C)[C@H](CN(C)Cc2ccncc2)OCc2ccccc2-c2c(n(C)c3ccccc23)C1=O
  GLS inhibitor: -1%; PI4K2A block: 2; ALOX12 inh: 0%

CSc1ccc(OC2(C)CCN(Cc3ccc(-c4ccccn4)cc3)C2)cc1 (centres undefined)
  GLS inhibitor: 21%; PI4K2A block: -1; ALOX12 inh: -9%

COCCN(C(=O)c1ccco1)c1nc(-c2ccc(OC)cc2)cs1
  GLS inhibitor: 2%; PI4K2A block: -3; ALOX12 inh: -29%

O=C(NCCO)c1cccc(-c2cccc3nccn23)c1
  GLS inhibitor: 0%; PI4K2A block: 1; ALOX12 inh: 1%

N#Cc1ccccc1S(=O)(=O)NC(=O)[C@H]1O[C@@H](n2cnc3c(N)ncnc32)[C@H](O)[C@@H]1O
  GLS inhibitor: 9%; PI4K2A block: -12; ALOX12 inh: -25%

CC(C)C[C@H]1CN(CCCC[C@H]2CNC(=O)C(=O)N2Cc2ccccc2)C(=O)C(=O)N1CCC1CCCCC1
  GLS inhibitor: 3%; PI4K2A block: -4; ALOX12 inh: ?

Cc1ccn2c(=O)c(NC(=O)c3ccc4c(c3)OCO4)c(C)nc2c1
  GLS inhibitor: -1%; PI4K2A block: 1; ALOX12 inh: -8%

C#CCNC(=O)C[C@@H]1C[C@@]2(C(=O)OC)CCCCC=C2N(Cc2cccc3ccccc23)C1=O
  GLS inhibitor: -4%; PI4K2A block: 2; ALOX12 inh: 0%

COc1ccc(NC(=O)Nc2ccc3c(c2)C(=O)N([C@H](C)CO)C[C@@H](C)[C@@H](CN(C)C(=O)C2CCCCC2)OCCCC[C@H](C)O3)cc1
  GLS inhibitor: 0%; PI4K2A block: -6; ALOX12 inh: -11%

Cc1cnc(C)c(Nc2nc(C(N)CCc3ccccc3)cs2)n1 (centres undefined)
  GLS inhibitor: 0%; PI4K2A block: 12; ALOX12 inh: -8%

Fc1ccc(-c2nc3ccc(Cl)cn3c2Cc2cccc(Cl)c2)cc1
  GLS inhibitor: 1%; PI4K2A block: 4; ALOX12 inh: -8%

OC[C@@H]1CN(Cc2ccco2)C[C@H](n2cnc3c(N4CCOCC4)ncnc32)O1
  GLS inhibitor: 2%; PI4K2A block: -2; ALOX12 inh: -25%

COc1ccc(Cc2c(-c3ccc(F)cc3)nc3c(C)cc(Br)cn23)c(C)c1
  GLS inhibitor: -2%; PI4K2A block: -6; ALOX12 inh: 35µM*

C[C@H](NC(=O)/C=C/[C@H]1O[C@@H](n2ccc(=O)[nH]c2=O)[C@H](O)[C@@H]1O)C(=O)O
  GLS inhibitor: 0%; PI4K2A block: -7; ALOX12 inh: -32%

COc1ccccc1CN(C)C[C@H]1OCc2cnnn2CCCC(=O)N([C@@H](C)CO)C[C@@H]1C
  GLS inhibitor: -3%; PI4K2A block: -4; ALOX12 inh: ?

N#C/C(=C\c1cccn1S(=O)(=O)c1cccc([N+](=O)[O-])c1)S(=O)(=O)c1ccc(F)cc1
  GLS inhibitor: 3%; PI4K2A block: 7; ALOX12 inh: ?

CCCCN1C[C@H](Cc2ccccc2)[C@@H](CC(=O)NC)C1=O
  GLS inhibitor: -8%; PI4K2A block: 4; ALOX12 inh: -10%

Grouped by structure: the compounds so far containing a CF3 group (2)
Cc1cc(Br)cn2c(Cc3ccccc3C(F)(F)F)c(-c3cccc(Br)c3)nc12
  GLS inhibitor: -26%; PI4K2A block: 2; ALOX12 inh: ?

NC(Cc1ccc(C(F)(F)F)cc1)c1csc(Nc2cc(Oc3ccccc3)ncn2)n1 (centres undefined)
  GLS inhibitor: -1%; PI4K2A block: -5; ALOX12 inh: -5%
